From PubChem BioAssay
OXTR ag: human OXTR agonism | P30559 | CHO-OTR cells, Fluo-8 calcium fluorescence; normalized: DMSO 0%, oxytocin 100% | activation, % at 3 µM | 0.32% of 320,000 active;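 active means activation above the mean of all tested compounds plus 3 SD, cutoff set per screening run, cut at about 20% in these data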;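 further: peak over basal fluorescence ratio from a 100 s FLIPR kinetic read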
Target sequence (P30559 whole entry, looked up): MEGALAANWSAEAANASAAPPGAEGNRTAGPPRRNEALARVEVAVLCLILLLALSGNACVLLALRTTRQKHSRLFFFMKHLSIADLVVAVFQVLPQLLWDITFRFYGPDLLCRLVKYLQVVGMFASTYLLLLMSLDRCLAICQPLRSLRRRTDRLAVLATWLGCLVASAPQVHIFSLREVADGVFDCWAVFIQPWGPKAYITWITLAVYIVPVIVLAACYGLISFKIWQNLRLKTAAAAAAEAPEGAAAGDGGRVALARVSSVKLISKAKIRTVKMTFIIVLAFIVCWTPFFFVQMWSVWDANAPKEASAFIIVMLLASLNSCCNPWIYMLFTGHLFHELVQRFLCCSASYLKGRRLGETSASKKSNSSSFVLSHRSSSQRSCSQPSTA
GPR7 antagonist: human neuropeptides B/W receptor 1 antagonism; GPR7-expressing cells, fluorescence antagonist assay; inhibition, % at 4.4 µM; 1.1% of 290,000 active; in the data active means inhibition above about 16%, passing the limit was not always enough;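 further: cells stimulated with the agonist NPW; 0% = agonist with vehicle and 100% = vehicle without agonist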
PHOSPHO1 inh: blocks human PHOSPHO1 phosphatase activity. Q8TCT1. recombinant PHOSPHO1, absorbance phosphatase assay. inhibition, % at 13.3 µM. 1.1% of 290,000 active; in the data active means inhibition above about 60%
Target sequence (Q8TCT1 whole entry, looked up): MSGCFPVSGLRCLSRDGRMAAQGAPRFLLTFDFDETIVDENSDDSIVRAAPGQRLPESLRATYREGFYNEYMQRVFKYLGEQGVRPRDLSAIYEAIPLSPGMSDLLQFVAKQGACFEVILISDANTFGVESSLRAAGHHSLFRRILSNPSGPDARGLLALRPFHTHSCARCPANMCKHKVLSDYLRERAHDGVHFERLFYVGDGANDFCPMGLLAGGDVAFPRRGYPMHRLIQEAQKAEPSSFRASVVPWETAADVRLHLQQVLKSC
V1aR counter: V1a receptor agonism, counter-screen for OXTR agonists. activation, % at 3 µM. AID 2797. CHO-V1R cells, Fluo-8 calcium fluorescence, agonist mode; 0% DMSO, 100% 3 nM vasopressin. P37288. 0.25% of 320,000 active;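 active means activation above the mean activation of all tested compounds plus 3 SD, per screening run, cut at about 20% in these data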;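 further: signal is peak over basal fluorescence ratio across a 100 second FLIPR read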
Target sequence (P37288 whole entry, looked up): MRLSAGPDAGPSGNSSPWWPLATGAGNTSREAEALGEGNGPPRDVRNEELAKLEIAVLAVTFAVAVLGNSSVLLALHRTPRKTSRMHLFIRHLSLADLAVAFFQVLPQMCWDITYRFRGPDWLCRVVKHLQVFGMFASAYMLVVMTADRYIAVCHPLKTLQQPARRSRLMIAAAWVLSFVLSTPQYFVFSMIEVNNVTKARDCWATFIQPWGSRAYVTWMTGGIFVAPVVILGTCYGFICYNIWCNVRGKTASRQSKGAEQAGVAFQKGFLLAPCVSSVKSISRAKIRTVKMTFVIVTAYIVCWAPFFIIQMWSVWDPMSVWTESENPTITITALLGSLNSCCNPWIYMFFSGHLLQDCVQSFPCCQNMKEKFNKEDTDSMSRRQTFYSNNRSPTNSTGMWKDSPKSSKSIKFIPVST
MEKK2mut PB1 HTS: signal of MEK5 binding to mutant human MEKK2 PB1 domain; bead flow cytometry, Alexa488-MEK5 binding to MEKK2 mutant; percent response, % at 10 µM; 0.35% of 290,000 active; AID 1530; in the data active means percent response above about 24%, passing the limit was not always enough; further: inactives centre near 1; some results filed as inactive read as strong as hits; reference of the scale not given here
MEKK3 PB1 HTS: modulators (inhibitors or enhancers) of MEK5 binding to human MEKK3 PB1 domain | bead-based flow cytometry, Alexa488-MEK5 binding to MEKK3; actives lie on both sides; 0 = blocked by unlabeled MEK5, 100 = vehicle | binding response (% of control), % at 10 µM | 1.4% of 290,000 active;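 active means binding response more than 3 SD above or below the average of its plate-row segment, actives on both sides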;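 further: Alexa488 bead fluorescence after subtracting the streptavidin-only scavenger bead signal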
GalR3 antagonist: blocks the human galanin receptor 3 | O60755 | inhibition, % at 3 µM | HEK293 GalR3-CNG cAMP membrane potential fluorescence; galR3 body fused to GalR1 C-terminus | AID 651719 | 0.44% of 360,000 active;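 active means inhibition above the screen-wide average plus 3 SD, cut at about 13% in these data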;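 further: forskolin and galanin both at EC90 stimulate the cells; cAMP rise reported by CNG channel membrane potential dye signal; 0% = forskolin plus galanin with DMSO and 100% = forskolin alone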
NALP1 inh: blocks the NALP1 inflammasome reconstituted in yeast; 0.61% of 280,000 active; inhibition, % at 10 µM; S. cerevisiae NALP1/ASC/caspase-1 growth, X-gal OD620, 72 h; in the data active means inhibition mostly above about 24%, no sharp cut-off; inactive means mostly below about 32%; further: some compounds called inactive have numbers as strong as hits
MEKK2 WT-MEK5: raises or lowers MEK5 binding to wildtype human MEKK2 PB1 domain. Q9Y2U5. 1.1% of 290,000 active. binding response (% of control), % at 10 µM. AID 1531. bead flow cytometry, Alexa488-MEK5 binding to MEKK2 WT; actives lie on both sides; in the data active means binding response below about 67% or above about 130%
An asterisk follows results filed as active; . = no result given. Outcome played no part in choosing rows; 5.4% or so of the library scored in one or more.

SMILES	OXTR ag	GPR7 antagonist	PHOSPHO1 inh	V1aR counter	MEKK2mut PB1 HTS	MEKK3 PB1 HTS	GalR3 antagonist	NALP1 inh	MEKK2 WT-MEK5
CCN(CC)S(=O)(=O)c1ccc(NC(=O)COC(=O)c2ccc(NC(=O)CC#N)cc2)cc1	0.5	1.4	24.7	1.1	-4.0	98.0	-5.8	29.7	95.0
CSc1nnc(-c2cc[n+](C)cc2)n1CCO	0.1	-15.2	-11.3	1.5	1.0	97.0	-1.1	21.5	101.0
CCOC(=O)C1=C(C)N(C)C(C)=C(C(=O)OCC)C1c1ccccc1	-2.8	-7.1	8.7	-1.1	2.0	94.0	-10.1	-74.1	100.0
Cc1cc(SCC(=O)N/N=C/c2ccc(O)c(O)c2O)c(C)cc1Br	0.3	-10.4	-1.4	5.0	2.0	100.0	1.0	-10.8	95.0
CC(CCc1ccccc1)NC(=O)C1CCN(S(=O)(=O)N2CCOCC2)CC1 (configuration not stated)	-1.4	-3.6	-5.0	0.5	-5.0	79.0	-11.4	18.3	82.0
Cc1ccc(C2(C)NC(=O)N(CC(=O)Nc3cc(S(=O)(=O)N(C)C)ccc3C)C2=O)cc1 (configuration not stated)	0.9	2.7	31.9	0.6	-8.0	95.0	-9.0	11.3	93.0
COc1ccc(-n2nc(C(=O)N(C)C3CCCCC3)c3ccccc3c2=O)c(OC)c1	-0.8	4.9	39.9	0.0	14.0	105.0	-4.1	-7.5	103.0
CCn1c(C)nc2cc(C(=O)NNC(=O)CCC3CCCC3)ccc21	0.6	-8.4	8.6	0.2	4.0	90.0	-4.2	14.0	86.0
COc1ccc(C(=O)Nc2ncc3c(n2)CC(C)CC3=O)cc1 (configuration not stated)	-0.4	2.0	32.8	0.6	-1.0	89.0	3.4	6.2	100.0
O=C(NCC1CCCN(Cc2nccs2)C1)c1cccc2ccccc12 (configuration not stated)	-0.6	0.5	23.3	1.8	8.0	105.0	-2.0	-4.6	109.0
CCOc1ccc(N(C)Cc2cc(=O)oc3ccc(OC)cc23)cc1	-2.5	0.2	8.3	1.4	-1.0	103.0	1.5	26.8	100.0
O=C(c1cc(F)c(F)cc1Cl)N1CCN(c2ncccn2)CC1	-0.4	-8.1	28.7	1.1	9.0	102.0	-4.8	6.4	105.0
O=C(Nn1cnnc1)c1ccccc1Cl	0.3	-5.2	28.3	-0.4	-4.0	100.0	-6.9	22.1	100.0
CN1C(=O)/C(=C2\SC(N3CCCCCC3)=NC2=O)c2ccccc21	-2.1	0.2	19.7	-2.0	-4.0	100.0	-4.8	11.7	93.0
O=C(NC1CS(=O)(=O)CC1NCc1ccco1)c1ccccc1 (configuration not stated)	-0.2	-13.3	3.6	0.4	-3.0	85.0	1.4	-1.6	96.0
CC(Oc1ccccc1)C(=O)Nc1nnc(S(=O)(=O)Nc2ccccc2)s1 (configuration not stated)	1.2	-5.6	25.4	2.2	2.0	103.0	-0.9	14.2	103.0
CCC(Oc1ccc2c(c1)C(=O)CC(C)(C)O2)C(=O)NCCN1CCCCCC1 (configuration not stated)	0.3	0.7	0.1	-1.0	.	.	5.0	29.1	.
CCOC(=O)/C(=C/c1ccc(OC(=O)c2ccncc2)cc1)C(C)=O	-0.1	-11.3	12.7	0.2	-9.0	98.0	-4.8	-5.4	88.0
O=C(CSc1ccc2c(c1)OCCO2)NCCc1ccc(Cl)cc1Cl	-2.1	-12.7	3.4	-1.1	23.0	102.0	-0.9	38.6	110.0
Cn1c(O)c(C=Nc2ccc(N3CCOCC3)cc2)c(=O)n(C)c1=S	.	-7.5	-0.4	.	4.0	99.0	-4.4	0.6	105.0
Cc1ccccc1NS(=O)(=O)c1cc(C(=O)Nc2cccnc2)ccc1C	2.3	-18.0	-5.7	1.9	-5.0	100.0	-4.6	3.0	99.0
CCn1c(/C=C/c2ccccc2[N+](=O)[O-])nc2ccccc2c1=O	-0.8	-19.2	40.5	-0.7	6.0	97.0	2.2	-10.2	96.0
COCCN(C(=O)CSc1nnc(Nc2ccc(C)cc2)s1)c1c(N)n(CC(C)C)c(=O)[nH]c1=O	-0.9	-1.9	32.2	0.7	-4.0	104.0	-0.8	-0.5	97.0
O=c1cc(N2CCCCCC2)[nH]c(=O)n1-c1ccccc1Cl	0.4	-1.0	-5.3	0.3	-4.0	106.0	-2.3	11.2	100.0
CCOC(=O)Cn1c(=N)n(Cc2ccccc2F)c2ccccc21	0.6	-0.9	18.9	-0.1	5.0	100.0	-5.2	16.9	104.0
O=[N+]([O-])c1ccc(C2=Nc3cc(Cl)ccc3OC2)cc1	-1.1	-16.4	32.2	-0.6	-1.0	100.0	-3.9	-16.4	92.0
CC(=O)c1coc2ccc(OCC(=O)O)cc12	0.0	-9.3	-10.5	0.6	4.0	102.0	-1.7	-80.4	99.0
Cc1cccc(NC(=O)CCN2C(=O)C3C4CCC(C4)C3C2=O)c1C (configuration not stated)	2.4	-3.7	23.8	1.1	1.0	99.0	-2.0	14.4	101.0
COc1ccc(C2c3[nH]c4ccccc4c3CCN2C(=O)Cc2nonc2C)c(F)c1 (configuration not stated)	1.5	-6.7	29.7	1.6	-2.0	99.0	-4.5	.	96.0
O=C(O)c1ccc(S(=O)(=O)N2CCOCC2)o1	0.4	1.6	44.0	-0.1	-7.0	94.0	-8.7	25.5	93.0

2 entries picked at random from those above, as already listed:
SMILES	OXTR ag	GPR7 antagonist	PHOSPHO1 inh	V1aR counter	MEKK2mut PB1 HTS	MEKK3 PB1 HTS	GalR3 antagonist	NALP1 inh	MEKK2 WT-MEK5
O=C(CSc1ccc2c(c1)OCCO2)NCCc1ccc(Cl)cc1Cl	-2.1	-12.7	3.4	-1.1	23.0	102.0	-0.9	38.6	110.0
O=[N+]([O-])c1ccc(C2=Nc3cc(Cl)ccc3OC2)cc1	-1.1	-16.4	32.2	-0.6	-1.0	100.0	-3.9	-16.4	92.0

4 compounds from above, ordered by the number in GPR7 antagonist, low to high:
SMILES,GPR7 antagonist
Cc1ccccc1NS(=O)(=O)c1cc(C(=O)Nc2cccnc2)ccc1C,-18.0
CC(=O)c1coc2ccc(OCC(=O)O)cc12,-9.3
Cc1cccc(NC(=O)CCN2C(=O)C3C4CCC(C4)C3C2=O)c1C (configuration not stated),-3.7
CCOC(=O)Cn1c(=N)n(Cc2ccccc2F)c2ccccc21,-0.9

(cont.)
SMILES	OXTR ag	GPR7 antagonist	PHOSPHO1 inh	V1aR counter	MEKK2mut PB1 HTS	MEKK3 PB1 HTS	GalR3 antagonist	NALP1 inh	MEKK2 WT-MEK5
N#Cc1c2c(c(-c3ccco3)[nH]c1=O)CCCC2	0.8	-7.3	-6.1	1.2	3.0	100.0	-6.9	4.1	104.0
COc1cc(CN2CCC(n3nccc3NC(=O)C3CCOC3)CC2)ccc1F (configuration not stated)	-0.2	-4.3	19.2	0.5	16.0	101.0	-2.8	1.9	105.0
Cc1ccc2nc(NC(=O)c3ccc(-c4nc5ccccc5s4)s3)sc2c1	2.2	-9.5	6.2	0.2	-3.0	109.0	1.7	33.0	98.0
Cn1c(=O)c2c(nc(N3CCN(c4ccccn4)CC3)n2Cc2ccccc2Cl)n(C)c1=O	0.0	-14.4	27.0	-0.7	6.0	107.0	-5.5	7.9	112.0
Cc1cc2c(cc1C)C(c1ccsc1)CC(=O)N2 (configuration not stated)	-1.2	-15.0	16.5	-0.9	7.0	106.0	-4.4	-3.0	102.0
O=C(O)c1ccc(CSCc2c(F)cccc2Cl)o1	-0.5	3.5	18.1	0.9	5.0	107.0	-5.1	-1.6	103.0
CC1CCCN(C(=O)c2ccc3nc[nH]c3c2)C1 (configuration not stated)	0.3	-8.6	12.8	0.7	0.0	98.0	-5.8	-19.4	100.0
O=C(O)c1cc(-c2ccccc2)on1	-1.0	1.1	-3.2	0.0	6.0	114.0	-0.5	-32.6	108.0
COc1ccccc1N1CC(C(=O)OC(C)C(=O)N2CCCc3ccccc32)CC1=O (configuration not stated)	-0.7	0.0	18.2	-0.1	.	.	-1.5	4.6	.
CCOC(=O)C1(Cc2cccc(OC)c2)CCN(C(C)COC)CC1 (configuration not stated)	0.6	-16.4	39.7	0.9	12.0	103.0	-5.5	-1.0	104.0
CC(C)c1nnc(NC(=O)COc2ccc3ccccc3c2)s1	-0.1	-11.7	24.0	0.9	8.0	102.0	5.7	9.5	107.0
CC1(C)C2CCC1(CS(=O)(=O)N1CCCc3ccccc31)C(=O)C2 (configuration not stated)	-2.0	-7.2	0.9	-1.6	-5.0	95.0	0.2	7.2	97.0
CS(=O)(=O)c1ccccc1-c1nnc(NC(=O)Cc2ccccc2)o1	-0.2	-1.5	-2.0	-1.0	-2.0	99.0	4.9	-11.3	97.0
CCCn1nc2cc(C(=O)NCc3ccccc3OC)ccc2c1OCC	-1.8	3.6	16.2	0.4	0.0	103.0	-5.0	8.5	103.0
CCc1nc(N2CCOCC2)c(C#N)c2c1CCCC2	-2.9	-12.2	-2.4	1.4	.	.	-3.8	12.9	.
Cc1cccc(-n2ncc3c(N4CC(C)CC(C)C4)ncnc32)c1 (configuration not stated)	0.2	-8.9	7.4	-0.6	9.0	109.0	1.7	-28.8	111.0
COc1cc(NC(=O)COc2ccc(F)cc2)nc(OC)n1	-0.7	8.1	-8.7	-0.2	2.0	103.0	-2.8	-10.8	104.0
Cc1ccc(-n2nc(C(=O)O)cc2-c2ccccc2)cc1	0.4	-0.2	-11.5	0.5	2.0	103.0	-7.7	16.0	101.0
COc1ccc(Cn2c(=O)[nH]c3cc(C(=O)N4CCN(c5ccc(OC)cc5)CC4)ccc3c2=O)cc1	0.9	-10.6	35.0	-0.3	-2.0	101.0	.	9.9	100.0
CCCCn1c(SCC(=O)NC(C)(C)C)nnc1-c1ccco1	0.1	-3.1	26.2	-0.3	4.0	102.0	-6.1	7.0	105.0
CC1=NN(C(=O)c2ccccc2Br)C(O)(c2ccc(Cl)cc2)C1 (configuration not stated)	.	-16.0	9.2	.	0.0	105.0	-7.8	17.4	103.0
C=CCSc1nnc(CNC(=O)c2ccc(Cl)cc2)n1CC	-1.2	-18.6	17.9	-0.4	1.0	101.0	-4.4	-9.8	100.0
Cc1ccc(N(Cc2cc(=O)[nH]c3ccccc23)C(=O)CCl)cc1	-0.9	0.2	14.0	-0.2	10.0	108.0	-8.0	17.4	108.0
CN(Cc1ccccc1)C1=CC(=[N+]2CCCCC2)CC(C)(C)C1	4.0	39.5*	-5.6	-0.9	-3.0	109.0	41.6*	.	102.0
CCOC(=O)N1CCN(C(=O)C2CCN(S(=O)(=O)c3c(C)cc(C)cc3C)CC2)CC1	4.3	-2.1	13.8	0.2	-1.0	98.0	-0.5	3.0	97.0
Cc1ccc(Cl)c2sc(NC(=O)C3=COCCO3)nc12	6.6	-1.0	31.8	0.8	-2.0	98.0	-5.3	9.6	97.0
CC(OC(=O)COc1ccccc1[N+](=O)[O-])C(=O)Nc1ccc(N2CCOCC2)cc1 (configuration not stated)	0.8	-7.8	-0.6	0.9	1.0	100.0	-4.9	-0.9	98.0
Cc1cc(C)c2c(=O)c3c(oc2c1)C(=O)N(CCO)C3c1cccc(O)c1 (configuration not stated)	-0.8	-4.8	-2.7	-1.2	3.0	102.0	-3.7	3.8	104.0
CCN(CC)S(=O)(=O)c1ccc(NC(=O)c2cc(C(=O)OC)cc([N+](=O)[O-])c2)cc1	-1.6	-7.4	-11.4	-0.7	8.0	102.0	-0.8	9.1	122.0
CCn1c(CNC(=O)c2cc(OC)c(OC)c(OC)c2)cc2cc(C)ccc21	9.5	-9.4	18.5	8.1	-6.0	100.0	-8.5	20.5	99.0
O=S(=O)(NCc1cccnc1)c1ccc2c(c1)OCCO2	0.4	22.8*	9.2	2.0	-3.0	111.0	-6.8	-5.7	102.0
